From PubChem BioAssay
S1P2 agonist: agonists of human S1P2 receptor; activation, % at 4.5 µM; S1P2-expressing cell line, agonist reporter read-out; hit rate 0.46% among 97,000; O95136; in the data active = activation above about 16%;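 also: 0% = vehicle low control and 100% = maximal reference agonist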
Target sequence (O95136 whole entry, looked up): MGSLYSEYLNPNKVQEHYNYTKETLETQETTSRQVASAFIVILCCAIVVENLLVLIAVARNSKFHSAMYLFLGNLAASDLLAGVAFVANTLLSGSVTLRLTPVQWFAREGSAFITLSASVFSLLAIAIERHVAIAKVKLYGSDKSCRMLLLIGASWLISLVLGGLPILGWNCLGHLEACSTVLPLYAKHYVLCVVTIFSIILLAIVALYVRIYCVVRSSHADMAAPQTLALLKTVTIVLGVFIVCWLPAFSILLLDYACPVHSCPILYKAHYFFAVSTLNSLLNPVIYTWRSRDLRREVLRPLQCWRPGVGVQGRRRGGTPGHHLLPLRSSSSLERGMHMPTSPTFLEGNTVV
EphB4 ephrin blk: antagonists of human EphB4-ephrin-B2 interaction | inhibition, % at 7 µM | AID 720 | P54760 | hit rate 0.15% among 97,000 | EphB4 LBD / TNYL-RAW-Alexa532 peptide, fluorescence polarization;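 active = inhibition above the screen-wide mean inhibition plus 3 SD, cut at about 15% in these data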;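 also: 0% = DMSO wells and 100% = excess unlabeled TNYL-RAW peptide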
PLK1 kinase inh: PLK1 (human) kinase inhibition | inhibition, % at 10 µM | AID 619 | hit rate 0.53% among 97,000 | P53350 | recombinant PLK1 kinase, TR-FRET peptide phosphorylation;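 active = inhibition of 50% or more in the single-concentration screen; inactive = inhibition below 50%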;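 also: 0% = DMSO max control and 100% = H-89 dihydrochloride min control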
Target sequence (P53350 whole entry, looked up): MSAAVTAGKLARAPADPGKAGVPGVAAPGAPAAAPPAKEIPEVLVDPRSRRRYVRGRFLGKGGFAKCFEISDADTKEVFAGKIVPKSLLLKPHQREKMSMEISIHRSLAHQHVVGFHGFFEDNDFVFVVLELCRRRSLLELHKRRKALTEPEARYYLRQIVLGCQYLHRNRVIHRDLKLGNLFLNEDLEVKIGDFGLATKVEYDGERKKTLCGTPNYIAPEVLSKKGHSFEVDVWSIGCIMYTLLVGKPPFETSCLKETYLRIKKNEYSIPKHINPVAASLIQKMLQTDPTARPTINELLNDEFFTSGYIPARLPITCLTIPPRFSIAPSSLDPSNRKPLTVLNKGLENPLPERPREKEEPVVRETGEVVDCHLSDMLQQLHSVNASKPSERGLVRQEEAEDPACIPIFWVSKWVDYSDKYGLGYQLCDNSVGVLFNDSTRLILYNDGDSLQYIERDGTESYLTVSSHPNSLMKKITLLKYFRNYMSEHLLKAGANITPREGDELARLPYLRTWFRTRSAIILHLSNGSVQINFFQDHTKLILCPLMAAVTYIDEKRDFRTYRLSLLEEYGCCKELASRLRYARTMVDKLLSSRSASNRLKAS
Plk1 PBD FP: inhibitors of human Plk1 polo box domain binding; AID 693; hit rate 0.13% among 97,000; P53350; inhibition, %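 (tested at about 20 µM)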; Plk1 PBD phosphopeptide binding, fluorescence polarization; in the data active = inhibition above about 34%, passing the limit was not always enough
MT1-MMP txn act: MT1-MMP promoter transcription activation; activation factor at 10 µM; HT1080 MT1-MMP promoter luciferase reporter, luminescence, overnight; active compounds read high; hit rate 0.16% among 86,000; AID 750;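 active = activation factor of at least 2 for MT1-MMP transcription at 10 µM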
S1P2 antag: antagonists of human S1P2 receptor; inhibition, % at 5 µM; AID 736; cell-based S1P2 antagonist assay, inhibition at 5 uM; hit rate 0.21% among 97,000; in the data active = inhibition above about 45%;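 also: CRE beta-lactamase reporter cells expressing human S1P2 stimulated with S1P; 0% = agonist at EC80 alone and 100% = agonist plus reference antagonist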
PLAP act: activators of human placental alkaline phosphatase; hit rate 1.2% among 96,000; activation fold at 20 µM; AID 696; purified PLAP enzyme, luminescent substrate read-out; active compounds read high; in the data active = activation fold above about 2
Rev-RRE block: HIV Rev-RRE protein-RNA interaction inhibition; Rev peptide-RRE RNA binding, FRET; inhibition, % at 8 µM; hit rate 0.79% among 97,000; AID 704;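 active = inhibition above the screen-wide mean plus 3 SD, cut at about 35% in these data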;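 also: 0% = median DMSO wells and 100% = median Neomycin B control wells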
Target sequence (P05866 whole entry, looked up): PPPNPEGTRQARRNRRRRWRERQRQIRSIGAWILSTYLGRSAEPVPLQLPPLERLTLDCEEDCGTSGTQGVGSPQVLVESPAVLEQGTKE
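Test system: Cy5-tagged RRE RNA duplex with fluorescein-tagged Rev peptide | Read-out: % inhibition of FRET ratio versus controls | Probe or stimulus: Labelled Rev peptide | Incubation: 5 min RNA-compound premix plus 15 min binding step, 25 °C | Technique: FRET fluorescence readout | Benchmarks: DMSO low control, neomycin B high control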
FAK blocker: inhibitors of human focal adhesion kinase | Q05397 | biochemical FAK kinase activity assay | inhibition, %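 (tested at 7 µM)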 | hit rate 0.84% among 97,000; in the data active = inhibition above about 19%;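 also: 0% = DMSO and 100% = reference compound high control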
The depositor's hits bear a star; · = not tested or not shown.

Plk1 PBD FP	PLAP act	EphB4 ephrin blk	S1P2 antag	S1P2 agonist	FAK blocker	Rev-RRE block	MT1-MMP txn act	PLK1 kinase inh	Structure
11	1.6	-6	-23	-1	-2	11	1.1	-10	CCCC1CCC(C2=N/C(=C\c3ccc(OC)c(OC)c3)C(=O)O2)CC1 (stereo unspecified)
2	1.5	-4	14	-12	-1	5	1.2	-10	Cc1cccc(Nc2nc(N)nc(CN3CCN(Cc4ccc5c(c4)OCO5)CC3)n2)c1
31	1.1	-8	3	-3	1	2	1	-13	O=C(NC1CCCCC1)N1CCCC(c2nc(-c3ccc(S(=O)(=O)N4CCCC4)cc3)no2)C1 (stereo unspecified)
-22	1.2	3	18	-8	1	1	·	-14	COC(=O)c1[nH]c2ccccc2c1NC(=O)C(C)N1CCN(C(=O)c2ccco2)CC1 (stereo unspecified)
-25	0.9	4	-3	-2	0	12	1.1	-4	Cn1ncc(C#N)c1/N=C/N1CCCC1
-1	1.6	2	18	-6	4	10	1.2	-14	Cc1cc(C)c(-c2cc(NC(=O)CSc3nncn3C)n(-c3ccccc3)n2)cc1C
-24	1.6	-1	-40	-4	-7	-1	1.2	-12	CCN1CCN(c2ncc3c(n2)CC(c2ccc(OC)c(OC)c2)CC3=O)CC1 (stereo unspecified)
15	0.8	6	-29	-2	-2	3	1.1	-15	Nc1nc(-c2ccc(Cl)cc2)cc(C(F)(F)F)n1
6	1.5	4	0	-5	1	2	1	2	CN(C)S(=O)(=O)c1cccc(NC(=O)Cn2cnc3ccccc3c2=O)c1
23	1	6	-10	-6	4	2	1.1	-3	CCOC(=O)CSc1nnc2n(Cc3ccccc3)c(=O)c3c4c(sc3n12)CCC4
1	1.3	-8	-11	0	-2	6	1.3	1	CCOC(=O)C1CCCCN1Cc1cccc(F)c1 (stereo unspecified)
3	1.5	-10	8	-5	-4	-1	1.1	-12	CCN(CC)CCCNC(=O)C1CCC(=O)N(c2ccc(OC)cc2)C1c1ccc(F)cc1 (stereo unspecified)
10	1.1	3	6	-4	-5	5	·	-2	N#C/C=C(/N)c1ccc(Br)cc1
6	1.1	-4	-4	-6	-1	8	1.1	0	COc1ccc(C2C/C(=N\O)C(C)(C)O2)cc1 (stereo unspecified)
16	1.1	2	8	-6	8	11	·	-12	CC(=O)Oc1ccc2ccccc2c1C(NC(=O)Cc1ccccc1)c1ccc(Cl)cc1 (stereo unspecified)
14	1	6	-6	-2	-1	11	·	-17	COc1ccc(CNC(=O)C(CCSC)NC(=O)c2ccco2)cc1 (stereo unspecified)
1	0.9	1	4	-6	0	3	1.1	-8	O=C(NCC(=O)N1CCCC1C(=O)O)OC1CCCCC1 (stereo unspecified)
-2	·	-6	9	-2	1	3	1.4	-10	CC(C)NC(=O)CN1C(=O)C(=O)c2ccccc21
-13	·	6	-9	-2	-1	6	1.2	-9	COc1ccc(C(O)Cc2nc3ccccc3n2C)cc1OC (stereo unspecified)
-19	0.8	-8	-8	-3	-2	60*	·	-4	O=C(N/N=C/c1ccc(-c2cccc(C(F)(F)F)c2)o1)c1ccccc1Br
-11	0.9	-4	-11	4	0	-3	0.7	-6	COc1ccc(-n2nnnc2-c2cccc(OC)c2)cc1
-15	0.7	10	13	-6	17	12	0.8	-4	COc1ccc(-c2cc(=O)c3ccccc3s2)cc1
20	1	-6	14	-3	-5	0	1.1	-2	CCOC(=O)C1=C(C)NC(=O)NC1c1ccc(OCCO)c(OC)c1 (stereo unspecified)
17	1.4	1	-13	-2	2	18	1	-3	COc1cccc(CN(C)C(=O)c2ccc3nccnc3c2)c1
-8	0.8	0	-1	-1	-4	-4	·	-6	CCCOc1ccc(/C=C/C(=O)Nc2ccc([N+](=O)[O-])cc2)cc1
26	0.9	-4	-10	-4	0	6	1.1	-4	COc1cc(C2C(C(=O)c3ccco3)=C(O)C(=O)N2c2cc(C)on2)cc(Br)c1O (stereo unspecified)
-1	1.2	1	-10	0	3	19	1	5	CCOC(=O)C1=C(Cn2cnc3ccccc32)NC(=O)NC1c1ccc(Cl)cc1 (stereo unspecified)
7	1.2	-8	19	-5	0	5	1.2	-5	Cc1ccccc1C(=O)Nc1cccc(-c2nnc(SCC(=O)O)n2C)c1
-22	1.4	-5	-26	7	2	42*	1.2	14	COC(=O)C1=C(C)NC2=C(C(=O)c3ccccc32)C1c1ccc(-c2ccc(C(=O)O)cc2)o1 (stereo unspecified)
10	1.2	-4	-5	2	1	-1	1.3	0	CCOc1ccc(CCNC(=O)C2CCC(=O)N2C2CCCCC2)cc1OCC (stereo unspecified)

Next section; it opens with the 7 that closed the last part.
Plk1 PBD FP	PLAP act	EphB4 ephrin blk	S1P2 antag	S1P2 agonist	FAK blocker	Rev-RRE block	MT1-MMP txn act	PLK1 kinase inh	Structure
17	1.4	1	-13	-2	2	18	1	-3	COc1cccc(CN(C)C(=O)c2ccc3nccnc3c2)c1
-8	0.8	0	-1	-1	-4	-4	·	-6	CCCOc1ccc(/C=C/C(=O)Nc2ccc([N+](=O)[O-])cc2)cc1
26	0.9	-4	-10	-4	0	6	1.1	-4	COc1cc(C2C(C(=O)c3ccco3)=C(O)C(=O)N2c2cc(C)on2)cc(Br)c1O (stereo unspecified)
-1	1.2	1	-10	0	3	19	1	5	CCOC(=O)C1=C(Cn2cnc3ccccc32)NC(=O)NC1c1ccc(Cl)cc1 (stereo unspecified)
7	1.2	-8	19	-5	0	5	1.2	-5	Cc1ccccc1C(=O)Nc1cccc(-c2nnc(SCC(=O)O)n2C)c1
-22	1.4	-5	-26	7	2	42*	1.2	14	COC(=O)C1=C(C)NC2=C(C(=O)c3ccccc32)C1c1ccc(-c2ccc(C(=O)O)cc2)o1 (stereo unspecified)
10	1.2	-4	-5	2	1	-1	1.3	0	CCOc1ccc(CCNC(=O)C2CCC(=O)N2C2CCCCC2)cc1OCC (stereo unspecified)
-14	0.8	4	18	-5	1	4	1.1	4	COc1cccc(-c2cc(C(=O)Nc3cnn(Cc4ccc(F)cc4)c3)no2)c1
-7	0.9	-2	3	1	7	11	1	-12	CCSc1nc(-c2ccc(OC)cc2)cc(-c2ccc(OC)cc2)c1C#N
-5	1.1	6	10	-5	4	5	1.1	-2	CCOC(=O)c1c(C)[nH]c(C(C)=O)c1C
-13	1.6	-5	-30	7	8	50*	1	-3	COc1cc([C@@H]2[C@H]3CNCC=C3C(C#N)=C(N)C2(C#N)C#N)ccc1OC(C)C
-14	1	1	7	-6	2	3	1.1	-8	CC1CCN(CCOc2cc(Cl)ccc2Cl)CC1
-1	1	1	13	-6	-1	-3	1.5	2	Cn1c(=N)n(CC(O)c2ccccc2)c2ccccc21 (stereo unspecified)
-14	1.2	0	-11	-4	-5	6	·	-10	C/C(=N\N=C(/N)SC1CC(=O)N(c2ccccc2)C1=O)c1cccs1 (stereo unspecified)
-9	1	8	11	-9	1	7	0.9	-10	COc1cc(S(=O)(=O)n2nc(C)cc2C)c(OC)cc1Cl
2	0.8	2	22	-9	-2	5	1	-6	CC1Cc2ccccc2N1C(=O)C1CCN(S(=O)(=O)Cc2ccccc2)CC1 (stereo unspecified)
-16	0.8	1	2	-7	-3	4	·	-9	Cc1ccc(NC(=O)NNc2cccc(Cl)n2)cc1
-8	1.1	-8	-11	-1	1	0	·	1	Cc1ccccc1/[N+]([O-])=C/c1ccncc1
-13	1.1	-4	1	-4	-1	9	1	-11	Cn1c(=O)c2c3c(sc2n2cnnc12)CCC3
3	1	-1	-7	1	-1	3	1.2	4	CCN(CC(=O)Nc1ccc2c(c1)OCCO2)C(=O)C1CCCCC1
-37	0.9	4	-9	-2	0	5	1.2	-34	O=S(=O)(c1ccccc1)N1CCN(c2ncccn2)CC1
6	1.2	-12	-1	-9	-4	3	1.1	3	O=C(CCCNS(=O)(=O)c1ccc(Br)cc1)N1CC[C@@]2(O)CCCC[C@H]2C1
-21	·	2	-1	-4	-1	9	1.7	-10	Nc1cc(-c2nc3ncccc3o2)ccc1Cl
-12	1.4	-5	3	-13	2	-1	0.7	-1	Cc1cc(C(c2nnnn2Cc2ccccc2)N2CCOCC2)c(C)n1-c1ccc2c(c1)OCO2 (stereo unspecified)
-12	1	2	-22	-9	-1	3	·	-6	COc1cc(NC(=O)c2c3c(nc4ccccc24)CCC3)cc(OC)c1
-2	1.4	19*	12	-6	-3	9	·	-4	CN1C(=O)S/C(=C/c2cccnc2)C1=O
0	1	1	-3	-3	-2	69*	1.1	3	N#Cc1c(Sc2ncc(C(F)(F)F)cc2Cl)nsc1C/C=N\OCc1ccccc1Br
-4	1.4	4	-2	-4	-6	5	·	-10	O=C(NC(=S)N(CCCCO)C1CCCCC1)c1sc2ccccc2c1Cl
-6	1.4	-7	-17	-9	-5	-1	1.2	4	CCOc1ccccc1-n1c(SCC(=O)Nc2nccs2)nnc1-c1ccoc1C
1	1.4	-3	-3	2	0	1	1	-2	C=CCc1c(C)c(C#N)c2nc3ccccc3n2c1NCCN(C)C
-5	0.9	3	-36	-3	-1	-3	0.2	8	N=c1cc(C2(O)CCCCC2)n2c(nc3ccccc32)s1
16	0.9	-1	-16	-1	2	2	1.1	-6	COc1ccc(OC)c(NC(=O)c2ccc(NS(C)(=O)=O)cc2)c1
-11	1	-5	4	-5	0	1	0.9	-13	CCOc1ccc(NC(=O)Nc2ccc3c(c2)nnn3C)cc1
12	1	2	-5	-3	-1	-4	·	-7	Cc1cc(C)cc(OCC(=O)OCC(=O)c2ccc3c(c2)NC(=O)CO3)c1
4	1.2	-1	-7	-1	1	2	1.1	-12	C=CCNC(=S)/N=c1\sccn1C
17	1	1	1	-5	0	5	0.9	-4	CN(C)CCOC(=O)c1cccc(Br)c1
27	1.6	-9	-12	-10	3	6	1	-11	O=C(C(c1ccccc1)c1ccccc1)N(Cc1ccco1)C1CCS(=O)(=O)C1 (stereo unspecified)
13	1.8	3	-13	-3	0	-4	·	-31	O=C(NC1CCN(Cc2ccccc2)CC1)C1CCCN(S(=O)(=O)c2cccc3nonc23)C1 (stereo unspecified)
-21	1.6	-5	-15	-5	1	7	1.5	-14	COc1ccccc1OCC(=O)N/N=C1\CCc2ccccc21
-2	1.1	2	7	-2	1	1	1	-14	COC(=O)c1cc(OC)c(OC)cc1NC(=O)CCCCCN1C(=O)CCC1=O
5	·	-3	-16	-3	2	4	1.1	-10	Cc1ccc(NC(=O)CN(c2ccccc2)S(=O)(=O)N(C)C)cc1C
10	2*	1	3	-4	38*	8	1.2	18	Nc1ncnc2nc(SCc3ccccc3)[nH]c12
4	1	-6	13	0	1	6	1	-12	CC(=O)N1CCc2cc3nc(C)cc(C)c3cc21
10	·	-3	0	-2	3	4	1.1	-11	Brc1ccc(-c2nnc3n2C2(CCCC2)Cc2ccccc2-3)o1
-7	1.3	-1	-45	-2	-3	4	·	-45	COc1ccc(-c2nc3c(c(=O)[nH]c(=O)n3Cc3ccccc3)n2C)cc1
12	·	5	-3	-18	-1	8	1.1	-11	O=c1o[nH]c(-c2ccccc2)c1C1=NCCCCC1
-5	1.8	-6	-6	-5	-6	1	1.1	-23	CCOC(=O)C(NCc1ccccn1)(NC(=O)c1cccnc1)C(F)(F)F (stereo unspecified)
11	1	-1	-12	-2	-3	8	·	-4	COc1cc(C(=O)Sc2ccc(Cl)cc2)cc(OC)c1OC
-16	1	0	12	-8	2	1	1	0	CCOC(=O)N1CCN(Cc2c(F)cccc2Cl)CC1
-34	1	-2	12	-1	-2	6	1.2	-11	COc1ccc2nc(COC(=O)c3ccco3)c(C(C)=O)[n+]([O-])c2c1
-18	0.9	3	13	-6	-1	5	1.1	-6	CC1CN(Cc2nc3c(c(=O)n(C)c(=O)n3C)n2CC(O)CO)CC(C)O1 (stereo unspecified)
-14	0.8	4	16	2	-4	12	1.1	1	Cc1cccc2cc(C#N)c(NCCNS(=O)(=O)c3ccc4c(c3)OCCO4)nc12
